RSV antiviral HEp-2: RSV antiviral activity via CPE protection, HEp-2 cells, primary 10 µM value included (AID 2391) | HEp-2 cells, RSV-induced CPE inhibition; higher % means a stronger effect | CPE inhibition, % at 10 µM, or IC50 in µM where a hit was titrated | actives 0.13% (n = 310,000); in the data active = a potency from the dose series; inconclusive = CPE inhibition mostly from about 23% at the one dose, without a potency; inactive = the rest, 99 in 100 with CPE inhibition below about 21%; also: strong numbers were not always called active
HIV fusion peptide: inhibitors of HIV fusion peptide binding, primary screen, biochemical, uHTS, fluorescence dequenching (AID 1986) | cell-free peptide binding, fluorescence dequenching, 30 min; higher % means a stronger effect | inhibition, % at 20 µM; hits with a dose series show IC50 in µM | actives 0.3% (n = 290,000); in the data active = inhibition mostly above about 52%, no sharp cut-off; inactive = mostly below about 76%; also: some results filed as inactive read as strong as hits
Rac1 GTP hydrolysis: MgcRacGAP GTPase-activating activity inhibitors, confirmation, biochemical, ADP Hunter fluorescence | MgcRacGAP-stimulated Rac1 GTP hydrolysis, ADP Hunter fluorescence; higher % means a stronger effect; GST-tagged Rac1 F28L mutant substrate | inhibition, % at 30 µM; hits with a dose series show IC50 in µM | actives 0.6% (n = 340,000) | AID 624330;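 active = first-screen hits whose inhibition reached a set limit at any dose in the follow-up dose series; inconclusive = inhibition above the set first-screen limit but never retested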;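 also: fluorescence reports GDP produced by GAP-driven GTP hydrolysis; strong numbers were not always called active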
AID2073: disruptors of CaV2.2 binding to Mint1 – biochemical, HTRF (AID 2073); HTRF protein-protein interaction, Mint1-CaV2.2; higher % means a stronger effect; inhibition, % at 20 µM; hits with a dose series show IC50 in µM; actives 0.19% (n = 290,000); in the data active = inhibition mostly above about 51%, no sharp cut-off; inconclusive = no clear call, values can overlap the other calls; inactive = mostly below about 53%; also: some results filed as inactive read as strong as hits
Dengue-2 NS5 capping: Dengue-2 NS5 methyltransferase inhibitors, primary screen, biochemical, confirmation dose response (AID 588689). actives 0.3% (n = 340,000). inhibition, % at 25 µM; hits with a dose series show IC50 in µM. Dengue-2 NS5 methyltransferase capping enzyme assay, biochemical; higher % means a stronger effect; in the data active = a potency from the dose series; inconclusive = inhibition above about 29% without an active follow-up result
XIAP antagonists: XIAP antagonists, biochemical, IAP family, fluorescence polarization (AID 1018). XIAP BIR domain, fluorescence polarization peptide displacement; higher % means a stronger effect. displacement, % at 20 µM, or IC50 in µM where a hit was titrated. actives 0.007% (n = 200,000); in the data active = displacement above about 50%; also: a part of the inactive calls stands beside numbers as strong as those of hits
LYP phosphatase: PTPN22 lymphoid phosphatase activity blockers – biochemical, fluorescence intensity, uHTS (AID 1779). recombinant LYP phosphatase, fluorescence intensity; higher % means a stronger effect. inhibition, % at 11.5 µM, or IC50 in µM where a hit was titrated. actives 0.054% (n = 290,000); in the data active = inhibition above about 50%;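 also: plate controls were vehicle with enzyme for no effect and no enzyme for full effect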
Large T inhibition: SV40 large T antigen inhibitors, biochemical (AID 1903). SV40 large T antigen ATPase/helicase inhibition assay; higher % means a stronger effect. inhibition, % at 20 µM; hits with a dose series show IC50 in µM. actives 0.39% (n = 310,000); in the data active = a potency from the dose series; inconclusive = inhibition mostly from about 32% at the one dose, without a potency; inactive = the rest, 99 in 100 with inhibition below about 32%; also: strong numbers were not always called active
Siah-1 displacement: blockers of Siah-1 interaction with plectin peptide – biochemical, fluorescence polarization, rhodamine-plectin, uHTS, primary screen (AID 1817). actives 0.02% (n = 290,000). displacement, % at 20 µM; hits with a dose series show IC50 in µM. Siah-1 / rhodamine-plectin peptide fluorescence polarization; higher % means a stronger effect;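 active = displacement of at least 50% at 20 µM, with a fluorescence ratio check between 0.3 and a set limit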;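 also: plate controls were Siah plus tracer with DMSO for no effect and tracer alone without Siah for full effect; strong numbers were not always called active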
* = called active by the depositor; ? = inconclusive; · = no result given. This is a subset, so the mix of outcomes need not match the whole.

SMILES | RSV antiviral HEp-2 | HIV fusion peptide | Rac1 GTP hydrolysis | AID2073 | Dengue-2 NS5 capping | XIAP antagonists | LYP phosphatase | Large T inhibition | Siah-1 displacement
O=C(C1CC(=O)N(c2ccc(F)c(Cl)c2)C1)N1CCC2(CC1)OCCO2 (configuration not stated) | 1.0% | -1.8% | 16% | -6% | 0% | -2.9% | -8% | 2% | -1%
Cc1c(Cl)cccc1N1C(=O)NC(=O)/C(=C\c2cc(C)n(-c3cccc(C(=O)O)c3C)c2C)C1=O | 1.7% | 7.1% | 7% | 0% | -84% | · | -3% | 24% | 1%
CCOC(=O)C1(CCc2ccccc2)CCN(Cc2cccc3c2OCO3)CC1 | 1.3% | 2.1% | 1% | -4% | -1% | -6.0% | 3% | 1% | 2%
CC(O)CNc1ccc([N+](=O)[O-])c2cccnc12 (configuration not stated) | 12% | -0.7% | 1% | -19% | -4% | -22% | -1% | -4% | 2%
CCC(=NCCN1CCOCC1)c1c(O)n(C2CCCCC2)c(=O)[nH]c1=O | · | -1.1% | 7% | 3% | -7% | · | -1% | 13% | 4%
CCOc1ccc(CC2C(=O)NC(=O)N(c3ccc(CC)cc3)C2=O)cc1 (configuration not stated) | 0.2% | 10% | 15% | -2% | -1% | -11% | -9% | -2% | 2%
O=C(CN1CCOCC1)NCC(=O)Nc1ccc(Br)cc1C(=O)c1ccccc1 | 0.2% | -1.6% | -1% | -9% | 0% | -21% | -9% | 4% | -1%
Cc1nn(Cc2ccccc2Cl)c(Cl)c1C(=O)O | 1.5% | -0.8% | -8% | 20% | -4% | 0.3% | -6% | 8% | -1%
O=C(Cn1cc(C(=O)c2ccccc2)c2ccccc21)NCc1ccco1 | 2.5% | -0.1% | -12% | -3% | -5% | -6.3% | -2% | -2% | -2%
Cc1nc2ccc(Cl)cc2c(-c2ccccc2)c1C(=O)O | 2.0% | 5.4% | 9% | 4% | -11% | -1.7% | -2% | 3% | 7%
COC(=O)C(O)(c1ccc(NC(=S)NC(=O)c2ccc(Cl)cc2Cl)cc1)C(F)(F)F (configuration not stated) | 42% | -1.1% | 5% | -5% | 1% | -1.5% | 1% | 4% | 3%
COc1ccc(N=Cc2c(O)n(C)c(=O)[nH]c2=O)cc1 | 0.6% | 23% | 16% | 6% | -37% | · | -4% | 11% | 9%
Cc1cc2c(s1)NC(=O)CN=C2c1cccs1 | 1.2% | -1.2% | 5% | 11% | 1% | -8.2% | -2% | 33% | -3%
COc1ccc(Br)cc1CN1CCN(CCO)CC1 | -0.3% | 0.5% | 4% | -10% | -3% | 0.2% | -8% | 8% | -3%
C=CCN1C(=O)/C(=C/c2cc(C)n(-c3ccccn3)c2C)C(=O)NC1=S | 1.6% | 12% | 24% | -2% | -5% | 3.2% | -5% | 27% | 0%
COc1ccc(CN2C(=O)CC(=O)NC2=O)cc1 | -0.3% | -0.1% | 3% | -13% | -38% | -12% | -8% | 3% | 1%
O=P(c1ccccc1)(c1nc2ccccc2s1)N1CCOCC1 (configuration not stated) | 1.7% | -0.2% | 0% | -1% | -13% | -7.6% | -8% | -2% | 0%
CN(C)CCN(CC1CCCN(Cc2ccccc2F)C1)C(=O)Cc1ccccc1F (configuration not stated) | -2.1% | -0.6% | 7% | -6% | -9% | · | -10% | -1% | -3%
O=C1NC(=S)NC(=O)C1=Cc1ccc(Br)s1 | 1.7% | 29% | ? | 35% | -39% | · | -3% | 65µM* | -2%
COC(=O)C1=C(N)OC(C)=C(C(C)=O)C12C(=O)N(C)c1ccccc12 (configuration not stated) | 0.8% | -0.5% | 4% | 2% | -1% | -5.7% | -4% | · | 0%
CC(C)OP(=O)(OC(C)C)C(O)c1ccccc1F (configuration not stated) | 1.3% | 0.5% | 9% | -2% | -5% | -11% | -1% | -1% | 1%
CCN(CC)C(=O)Cn1cc(/C=C2\C(=O)NC(=O)N(c3ccccc3F)C2=O)c2ccccc21 | 0.7% | 0.8% | ? | 38% | -7% | · | 3% | ? | 1%
Cc1ccc(NC(=O)CSc2nnc([C@@H](N)Cc3c[nH]c4ccccc34)o2)c(C)c1 | 0.5% | 0.6% | 7% | -14% | -7% | -9.0% | -8% | -2% | 0%
CN1CCN(Cc2c(F)cccc2Cl)CC1 | 1.5% | 1.5% | 32% | -1% | · | · | -3% | 12% | 12%
Cc1ccc2[nH]c3c(c2c1)CN(C(=O)CN1C[C@H]2C[C@@H](C1)c1cccc(=O)n1C2)CC3 | · | 4.5% | 2% | 12% | 4% | · | -1% | 14% | 9%
Following part:
SMILES | RSV antiviral HEp-2 | HIV fusion peptide | Rac1 GTP hydrolysis | AID2073 | Dengue-2 NS5 capping | XIAP antagonists | LYP phosphatase | Large T inhibition | Siah-1 displacement
COc1ccccc1-n1c(/C=C/c2ccc(O)cc2)nc2ccccc2c1=O | -0.8% | 1.7% | 106µM* | 40% | -20% | · | -4% | 6% | -8%
COc1cccc(O)c1CN1CCCC(C(=O)c2sccc2C)C1 (configuration not stated) | 2.3% | 1.5% | 7% | 0% | -12% | -4.8% | -9% | 3% | 3%
Cc1ccc(N=Cc2c(O)n(C)c(=O)n(C)c2=O)cc1 | 0.0% | 0.5% | 11% | 7% | -7% | · | -8% | 18% | -2%
COC(=O)C(O)(c1ccc(NC(=O)NC2CCCCC2)cc1)C(F)(F)F (configuration not stated) | 1.1% | -1.3% | 5% | 3% | -9% | -3.7% | -1% | 14% | 9%
CCSP1(=S)N=C(N2CCOCC2)C(C#N)=C2CCCN21 (configuration not stated) | 1.1% | -0.7% | 14% | -1% | -1% | -2.4% | -1% | 11% | 2%
CCn1c(O)c(C=Nc2ccc(S(N)(=O)=O)cc2)c(=O)n(CC)c1=S | 2.8% | -1.0% | -1% | 0% | 6% | -5.3% | -2% | 3% | 3%
O=C1CN(C(=O)CN2CCCCC2)C(c2ccccc2)c2cc(Br)ccc2N1 (configuration not stated) | 0.4% | 2.3% | 2% | 16% | -6% | 2.3% | -3% | 14% | 0%
OCC[n+]1c2ccccc2nc2ccc(N3CCOCC3)cc21 | -0.1% | -1.2% | · | -55% | · | · | -6% | ? | 7%
Cc1ccc(C)c(OCC(=O)N2CCCN(C)CC2)c1 | 1.1% | 2.2% | 5% | 0% | -1% | -4.9% | 0% | 14% | 4%
COC(=O)C1=C(c2cc3ccccc3o2)C[C@@H]2CC[C@H]1N2C(=O)NCc1ccc(C(F)(F)F)cc1 | 0.7% | · | 9% | · | 9% | · | · | 19% | ·
Cc1cc(C)c(NC2=NCCCS2)c(C)c1 | 0.3% | -2.3% | 5% | 8% | 2% | -1.3% | -6% | 5% | -4%
CC1CN=C(NCc2ccc(F)cc2)S1 (configuration not stated) | 0.7% | -1.5% | 10% | 23% | -2% | -3.5% | -4% | 8% | -3%
Oc1ccc(/C=N/NP(=S)(c2ccccc2)c2ccccc2)cc1O | 5.3% | 6.5% | 22% | -13% | -4% | -6.4% | 4% | 55µM* | -3%
COC(=O)C(O)(c1ccc(N(C)S(=O)(=O)c2ccccc2)cc1)C(F)(F)F (configuration not stated) | 1.8% | 3.9% | 8% | 0% | -4% | 0.6% | -7% | -1% | 10%
Cc1ccc(-n2c(O)c(C=NCCN3CCNCC3)c(=O)[nH]c2=S)cc1 | 0.2% | 0.6% | -4% | -4% | -5% | · | 0% | 13% | 6%
CCN(CC)c1ccc(N=Cc2c(O)n(-c3ccccc3C)c(=O)[nH]c2=O)cc1 | 1.9% | 6.6% | 25% | -4% | -16% | -3.1% | 8% | >100µM* | 2%
COc1ccc(CC(=O)N2CCN(C)CC2)cc1OC | 0.6% | 1.4% | -6% | 6% | -8% | -8.8% | -2% | 27% | 4%
CN(C)c1ccc(C2C3C=CC(C3)C2(C#N)C(=O)O)c(Br)c1 (configuration not stated) | 1.5% | 0.2% | 5% | -7% | 0% | · | -6% | 5% | -4%
COc1ccc(C(=O)OC2CC[C@@]3(C)C4CCC5[C@]6(O)CC(O)[C@@]7(O)C(CN8CC(C)CCC8[C@@]7(C)O)[C@]6(O)C[C@@]53O[C@]24O)cc1OC (some centres not stated) | 0.9% | -0.8% | 8% | 11% | -5% | · | -6% | 6% | -4%
CN1CCN(C(=O)COc2ccc3ccccc3c2)CC1 | 1.3% | 0.9% | 1% | -12% | 1% | · | -10% | 9% | 10%
COC(=O)CC1NC2CCCCC2NC1=O (configuration not stated) | 2.6% | -0.7% | 0% | 2% | -5% | 3.3% | -10% | -2% | 7%
C=CCn1c(O)c(C(C)=NCCCN(C)C)c(=O)[nH]c1=O | 1.6% | 0.2% | 7% | 5% | 6% | · | -10% | 11% | 4%
COC(=O)C1=C(c2ccc(S(C)(=O)=O)cc2)C[C@@H]2CC[C@H]1N2C(=O)N1CCCCC1 | 0.6% | · | 4% | · | 2% | · | · | 13% | ·
CCOC(=O)c1c(NC(=O)c2c(N)n(CCCOC)c3nc4ccccc4nc23)sc2c1CCCC2 | ? | 26% | -5% | 27% | -5% | -1.7% | 9% | -5% | -2%
CCOC(=O)c1c(C)c(C(=O)N2CCC3(CC2)OCCO3)c(C)n1CC | 0.8% | -1.1% | -9% | 12% | -3% | -4.1% | 1% | 8% | -5%

Random excerpt: three records from the list
SMILES | RSV antiviral HEp-2 | HIV fusion peptide | Rac1 GTP hydrolysis | AID2073 | Dengue-2 NS5 capping | XIAP antagonists | LYP phosphatase | Large T inhibition | Siah-1 displacement
CCOC(=O)c1c(C)c(C(=O)N2CCC3(CC2)OCCO3)c(C)n1CC | 0.8% | -1.1% | -9% | 12% | -3% | -4.1% | 1% | 8% | -5%
COC(=O)C(O)(c1ccc(N(C)S(=O)(=O)c2ccccc2)cc1)C(F)(F)F (configuration not stated) | 1.8% | 3.9% | 8% | 0% | -4% | 0.6% | -7% | -1% | 10%
C=CCn1c(O)c(C(C)=NCCCN(C)C)c(=O)[nH]c1=O | 1.6% | 0.2% | 7% | 5% | 6% | · | -10% | 11% | 4%

Grouped by structure: the compounds so far with bromine.
SMILES | RSV antiviral HEp-2 | HIV fusion peptide | Rac1 GTP hydrolysis | AID2073 | Dengue-2 NS5 capping | XIAP antagonists | LYP phosphatase | Large T inhibition | Siah-1 displacement
O=C(CN1CCOCC1)NCC(=O)Nc1ccc(Br)cc1C(=O)c1ccccc1 | 0.2% | -1.6% | -1% | -9% | 0% | -21% | -9% | 4% | -1%
COc1ccc(Br)cc1CN1CCN(CCO)CC1 | -0.3% | 0.5% | 4% | -10% | -3% | 0.2% | -8% | 8% | -3%
O=C1NC(=S)NC(=O)C1=Cc1ccc(Br)s1 | 1.7% | 29% | ? | 35% | -39% | · | -3% | 65µM* | -2%
O=C1CN(C(=O)CN2CCCCC2)C(c2ccccc2)c2cc(Br)ccc2N1 (configuration not stated) | 0.4% | 2.3% | 2% | 16% | -6% | 2.3% | -3% | 14% | 0%
CN(C)c1ccc(C2C3C=CC(C3)C2(C#N)C(=O)O)c(Br)c1 (configuration not stated) | 1.5% | 0.2% | 5% | -7% | 0% | · | -6% | 5% | -4%

Assay outcomes from PubChem BioAssay.
